B2AR arrestin: beta2AR (human) beta-arrestin recruitment activity; P07550; beta-arrestin recruitment to beta2AR, cell-based reporter; Potency, µM (highest dose often 46.1 µM), inactives show top-dose activation, hits mostly activators; actives 0.02% (n = 330,000); AID 492947;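 also: potency is read from the fitted curve at half-maximal effect; 0% = DMSO controls and full agonism = EC100 isoproterenol or metaproterenol; nearly all actives have a fitted effect of over 65% in size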
Menin MLL FP TR: menin-MLL binding inhibition, Texas Red mutant peptide. O00255. Menin + Texas Red MLL mutant peptide, fluorescence polarization. Potency, µM (doses to about 61.6 µM), for inactives: at the highest dose FP activity change, negative = inhibition, most hits filed as inhibitors. actives 0.23% (n = 270,000). AID 1768; active = well fitted inhibition curve with a large enough effect in the polarisation, with a control signal flat, not every such curve was filed as active; inconclusive = small, poorly fitted or top-dose-only effect, or effect the other way, or a change in a side signal; inactive = no such curve, though single readings can be large or run the other way; the % refers to the polarisation; also: potency is read from the fitted curve at half-maximal effect; % of control where 0% means no effect; many of its hits are not listed in these tables
PTAP TSG101 blk: blocks PTAP/TSG101 interaction to inhibit HIV-1 budding. Q99816. Fluorescence polarization, FITC-PTAP peptide / Tsg101 binding. Potency, µM (highest dose often 115 µM), without a hit: at the top dose activity change, negative = inhibition, most hits filed as inhibitors. 340,000 tested, under 10 active. AID 493005; active = well fitted inhibition curve with a large enough effect in the main read-out, with a control signal flat, not every such curve was filed as active; inconclusive = small, poorly fitted or top-dose-only effect, or effect the other way, or a change in a side signal; inactive = no such curve, though single readings can be large or run the other way; also: potency is read from the fitted curve at half-maximal effect; % of control where 0% means no effect
Target sequence (Q99816 whole entry, looked up): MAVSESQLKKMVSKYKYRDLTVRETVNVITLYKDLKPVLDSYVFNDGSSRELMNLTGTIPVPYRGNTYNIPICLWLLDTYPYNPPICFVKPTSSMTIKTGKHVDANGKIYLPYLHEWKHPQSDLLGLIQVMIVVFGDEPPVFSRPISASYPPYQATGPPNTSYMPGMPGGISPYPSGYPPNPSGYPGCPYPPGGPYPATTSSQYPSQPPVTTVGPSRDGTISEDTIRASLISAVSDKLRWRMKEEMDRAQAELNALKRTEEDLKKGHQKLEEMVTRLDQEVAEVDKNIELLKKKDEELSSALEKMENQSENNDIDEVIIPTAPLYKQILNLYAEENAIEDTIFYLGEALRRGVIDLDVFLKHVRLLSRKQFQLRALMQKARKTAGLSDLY
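Compounds were pin-transferred onto Tsg101 binding domain (10 uM final) in HEPES pH 7.5 buffer, then FITC-PTAP peptide was added at 50 nM final. After 20 min at RT, polarization reported peptide displacement across a qHTS concentration series.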
Chronic BCR inh: chronic active BCR signaling inhibition | ABC-DLBCL IkBa-CBG/CBR reporter, luminescence ratio, 4 h | Potency, µM (titrated, usually from 46.1 µM), for the others: at the top dose ratio change, negative = lower green/red ratio, usual class: inhibitors | actives 0.05% (n = 340,000) | AID 493014; active = well fitted inhibition curve with a large enough effect in the signal ratio, with a control signal flat, not every such curve was filed as active; inconclusive = small, poorly fitted or top-dose-only effect, or effect the other way, or a change in a side signal; the % refers to the signal ratio;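 also: potency is read from the fitted curve at half-maximal effect; plate controls were basal doxycycline-induced cells for no effect and cells given 10 µM MG132 for full effect; MG132 reads +100%, hits lower the ratio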
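Compounds up to 46 uM were incubated four hours with TMD8 cells whose green CBG68 luciferase is fused to IkappaBalpha; red CBR luminescence normalised the signal, and concentration-effect curves were fitted to fusion, red and ratio data.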
Integrin act MD: activates integrin-mediated alleviation for muscular dystrophy. Potency, µM (top dose mostly 38.3 µM), for the others: top-dose activation, usual class: activators. alpha7betagal myoblasts, beta-gal FDG fluorescence, 48 h. AID 624291. actives 0.064% (n = 350,000);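 also: potency is read from the fitted curve at half-maximal effect; 100% = response of the positive control SU9516; nearly all actives have a fitted effect of over 60% in size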
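alpha7betagal+/- myoblasts (passage 13, 250/well) treated 48 h at 37C with compounds at 1:260 dilution of DMSO stock. Lysed, then beta-galactosidase activity read as FDG fluorescence (ex 480/em 540) after 30 min, with pre-read for autofluorescence.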
S-ASM inh: inhibitors of human secretory acid sphingomyelinase. P17405. placental ASM, HMU-PC fluorogenic substrate, 60 min. Potency, µM (top dose mostly 57.5 µM), for the others: at the highest dose activity change, negative = inhibition, usual class: inhibitors. actives 0.006% (n = 340,000). AID 504937; also: potency is read from the fitted curve at half-maximal effect
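Fluorescence read-out (Ex 386 nm, Em 447 nm) after stopping the reaction at pH 10. Enzyme: ASM from human placenta; substrate HMU-PC0, 9 uM final; 60 min, 37 °C. Compound preincubation 10 min, ambient temperature.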
Tb PFK block: T. brucei PFK enzyme inhibition | O15648 | T. brucei PFK, ADP-Glo luminescence | Potency, µM (top dose mostly 57.5 µM), without a hit: at the highest dose activity, negative = inhibition, most hits filed as inhibitors | actives 0.17% (n = 330,000) | AID 485367;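 also: potency is read from the fitted curve at half-maximal effect; 0% = uninhibited 1x PFK enzyme wells and -100% = no-enzyme wells; nearly all actives have a fitted effect of over 60% in size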
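Compounds were pin-transferred as a titration series up to 57 uM into substrate buffer (0.5 mM F6P, 0.1 mM ATP, pH 8.0), then 1.25 nM PFK was added and reactions ran 45 min before ADP-Glo detection.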
GALK inhibitor: blocks human galactokinase activity; Purified GALK, Kinase-Glo residual ATP luminescence; Potency, µM (top dose mostly 57.5 µM), for the others: at the highest dose activity change, negative = inhibition, hits mostly inhibitors; actives 0.007% (n = 270,000); also: potency is read from the fitted curve at half-maximal effect; % is scaled to controls: 0 for no effect and ±100 for the full control effect
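The enzyme phosphorylates galactose (100 uM) using ATP (35 uM); inhibition is detected as higher residual ATP, quantified by bioluminescence after 1 h reaction at room temperature, pH 8.0.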
FBPA coupling cs: counter-screen for Giardia aldolase inhibitors: coupling enzyme system | coupling enzyme system counterscreen, AmpLite Red fluorescence | activity change, negative = inhibition, % at 58.2 µM, hits read low | actives 0.67% (n = 290,000) | AID 2472; in the data active = activity change below about -30%; also: % is scaled to controls: 0 for no effect and ±100 for the full control effect
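Final compound at 57.5 uM, incubated 10 min at RT with coupling enzyme reagent (glyceraldehyde-3-phosphate), then 20 min with substrate and AmpLite Red detection. Fluorescence read at 525/598 nm; tests interference with the coupling assay, not aldolase inhibition.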
PKM2 act: increases activity of human pyruvate kinase M2. P14618. purified PKM2, Kinase-Glo ATP luminescence, activation; response scale: 0% is enzyme alone, no compound. Potency, µM (titrated, usually from 57.5 µM), without a hit: at the highest dose activation, usual class: activators. actives 0.34% (n = 260,000). AID 1631; also: potency is read from the fitted curve at half-maximal effect; % is scaled to controls: 0 for no effect and ±100 for the full control effect; nearly all actives have a fitted effect of over 55% in size
Target sequence (P14618 whole entry, looked up): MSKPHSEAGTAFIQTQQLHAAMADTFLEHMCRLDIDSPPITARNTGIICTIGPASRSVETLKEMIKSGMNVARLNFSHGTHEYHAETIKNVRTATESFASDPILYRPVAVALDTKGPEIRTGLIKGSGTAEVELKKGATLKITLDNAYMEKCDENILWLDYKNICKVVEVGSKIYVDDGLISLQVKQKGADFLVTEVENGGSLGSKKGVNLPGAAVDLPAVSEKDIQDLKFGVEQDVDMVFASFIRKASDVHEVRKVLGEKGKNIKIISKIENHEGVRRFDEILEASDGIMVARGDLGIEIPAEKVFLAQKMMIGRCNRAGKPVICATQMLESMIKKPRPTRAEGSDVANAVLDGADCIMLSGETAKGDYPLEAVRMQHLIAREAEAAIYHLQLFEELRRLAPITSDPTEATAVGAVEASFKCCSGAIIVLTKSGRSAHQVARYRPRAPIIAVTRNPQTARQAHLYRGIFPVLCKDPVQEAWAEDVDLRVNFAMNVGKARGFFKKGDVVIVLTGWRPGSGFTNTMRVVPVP
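hPK-M2, >95% pure; 0.1 mM ADP / 0.5 mM PEP final; imidazole pH7.2 buffer w/ 7 mM MgCl2, 50 mM KCl; 1 h RT; Kinase-Glo lum. Intermediate enzyme activity for dual inhibitor/activator qHTS.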
Giardia kill: Giardia lamblia killing; actives 0.15% (n = 340,000); activity change, % at 7.66 µM, hits read low; Giardia lamblia trophozoite viability; in the data active = activity change below about -80%; inconclusive = between about -30% and that limit;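 also: parasites exposed to compound for two days anaerobically before the ATP read; % is scaled to controls: 0 for no effect and ±100 for the full control effect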
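Each well holds 100 Giardia trophozoites and compound. After two days (48 hrs) at 37 deg C in anaerobic conditions, ATP is quantified by luminescence.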
* marks the source's active call; other numbers are inactive results; ? = inconclusive; nt = not tested or not shown; & = joins results of further samples; [ ] = dose if it differs, or a comment. Unless noted, calls follow the shape of the dose curve; as a rule, active = well fitted curve in the direction sought with a large enough effect; inconclusive = small, poorly fitted or top-dose-only effect, or another doubt; inactive = no such curve, though single readings can be large; an effect the other way counts as inactive or inconclusive. These rows are one share of the data. The share of hits here may be higher or lower than overall.

SMILES	B2AR arrestin	Menin MLL FP TR	PTAP TSG101 blk	Chronic BCR inh	Integrin act MD	S-ASM inh	Tb PFK block	GALK inhibitor	FBPA coupling cs	PKM2 act	Giardia kill
Cc1ccc(NS(=O)(=O)c2c(F)cc(F)c(Cl)c2F)cc1S(=O)(=O)N1CCOCC1	-0.1%	nt	1%	8%	5%	-3%	-2%	nt	nt	nt	-17
O=C(O)c1cccc(Nc2ncnc3ccc(Br)cc23)c1	-0.8%	nt	-3%	-4%	-4%	2%	1%	-2%	1	-1%	-13
CCN(C(=O)c1ccccc1F)c1nc(-c2ccc(OC)cc2)cs1	3.1%	38%[activator]	1%	?	-28%	-2%	2%	0%	-6	-7%	6
CCN(CC)C(=O)CN1C(=O)c2cccc3cccc1c23	-0.6%	-12%	1%	4%	13%	49%[activator]	7%	-4%	0	5%	22
O=C(NCc1ccccc1)c1ccc2ccccc2n1	-1.0%	-5%	-2%	0%	-11%	0%[11.5 µM]	1%	15%	3	-2%	-12
CC(C)(C)c1nnc(NC(=O)Nc2ccc(Cl)cc2)s1	0.0%	nt	-1%	?	16%	-2%	0%	1%	1	5%	-18
O=C(NCCCn1ccnc1)c1cnn2c1NC(c1ccccc1)CC2C(F)(F)F (stereo unspecified)	0.1%	-17%	-4%	-4%	-14%	-1%	-2%	7%	5	1%	-10
O=C(NCCc1ccccn1)c1nc(Cn2cc([N+](=O)[O-])cn2)no1	0.1%	5%	-1%	0%	25%	6%	0%	-2%	1	nt	-11
COC(=O)C1=C(C)N(CC2CC2)C(=NCCN2CCOCC2)N[C@H]1c1ccccc1	-1.7%&-0.6%	?	-5%	-30%&3%	-2%	7%	4%&0%	nt	0&-1	0%&0%	9
O=C(NC1CCCN(Cc2ccc(Cl)cc2)C1)c1cccc(F)c1 (stereo unspecified)	0.0%	-16%	-6%	0%	-7%	3%	0%	3%	0	0%	3
Cc1cccnc1CCNCc1c(C(=O)N2C[C@@H](C)O[C@@H](C)C2)nc2ccc(Cl)cn12	-0.9%	nt	0%	1%	18%	5%	-6%	6%	nt	0%	2
CCCNC(=O)c1cc(Cl)c(NC(=O)C2=CSCCO2)cc1OC	0.5%	nt	-6%	8%	-16%	-2%	2%	2%	nt	nt	-21
COc1ccc(CN2CCN(CCCc3ccccc3)C(CCO)C2)c(OC)c1 (stereo unspecified)	0.2%	-15%	-3%	4%	-38%	-1%	1%	4%	2	-4%	-11
Fc1cccc(CCN2CCNC[C@H]2Cc2cccc3ccccc23)c1	-0.5%	nt	0%	-10%	-38%[inhibitor]	3%	0%	nt	nt	nt	8
CC(=O)Cn1c(N2CCC(Cc3ccccc3)CC2)nc2c1c(=O)[nH]c(=O)n2C	-0.3%	4%	1%	3%	15%	-1%	2%	2%	3	-2%	6
CSc1ccccc1NC(=O)c1cc2ncc(Br)cn2n1	-0.1%	2%	0%	5%	25%	11%	-13%	0%	-2	-4%	-14
COC(=O)c1ccc(Cl)c(NC(=O)CN(c2ccc(OC)c(OC)c2)S(C)(=O)=O)c1	-0.7%	1%	-4%	-5%	23%	5%	4%	0%	3	-1%	-26
COc1ccccc1N1CCN(C(c2cccs2)C(C)NC(=O)C(=O)N2CCCCC2)CC1 (stereo unspecified)	-0.8%	nt	-3%	9%	3%	-1%	0%	0%	nt	nt	-6
COc1ccc(NC(=O)CCCc2ccccc2)c(OC)c1	0.3%	2%	-3%	?	-5%	-6%	0%	-2%	0	0%	-14
COc1ccc(NC(=O)NCCCN2CCc3ccccc3C2)cc1	-0.7%	-10%	-2%	11%	0%	-1%	-3%	-1%	-1	7%	0
CCOC(=O)C1CCN(C(=O)Nc2cccc(Cl)c2)CC1	-1.2%	-17%	-1%	?	-13%	-1%	-1%	-1%	0	4%	15
Nc1ccc(S(=O)(=O)NC2(C(F)(F)F)NC(=O)N(c3ccccc3F)C2=O)cc1 (stereo unspecified)	-0.4%	nt	0%	3%	31%	-1%	0%	-3%	-1	nt	-2
Cc1cc(C(=O)Nc2ccc(S(=O)(=O)N3CCCC3)cc2)no1	-0.1%	1%	-1%	10%	8%	4%	2%	1%	-1	-1%	-1
Cc1[nH]n(-c2ccccc2)c(=O)c1/C=C1\C=NN=C1c1ccccc1	-0.2%	nt	1%	?	-4%	-18%	-26%	3%	-19	1%	5
COc1ccc2cc(Br)ccc2c1CC(=O)NC1CC(C)(C)NC(C)(C)C1	-0.3%	-20%	-5%	-4%	-68%[inhibitor]	1%	0%	1%	5	-2%	12
Cc1ccc(/C=N/NC(=S)Nc2cccc(S(=O)(=O)N(C)C)c2)o1	0.7%	nt	0%	?	-6%	-2%	2%	3%	0	-1%	-25
CCC(Oc1ccccc1)C(=O)Nc1ccccn1 (stereo unspecified)	0.3%	-1%	-4%	0%	29%	1%	1%	7%	1	17%	4
CC1CC(C)(C)N(C(=O)CN2CCN(C)CC2)c2ccccc21 (stereo unspecified)	?	-13%	-2%	1%	22%	0%	-9%	1%	1	3%	-5
CCc1ccc(C(=O)CSc2n[nH]c(-c3ccncc3)n2)cc1	0.7%	-8%	-3%	18%	0%	-3%	4%	0%	7	3%	-7
O=C(Oc1ccccc1-c1nnco1)c1ccc(Cl)cc1	0.0%	8%	-5%	?	-6%	-1%	-4%	1%	2	4%	-7
O=C(NCc1cc([N+](=O)[O-])ccc1O)c1cccc(NS(=O)(=O)c2ccccc2)c1	0.0%	nt	nt	?	-10%	-13%	1%	5%	nt	2%	-1
Cc1[nH]c2ccccc2c1SCC(=O)O	-0.1%	-7%	-4%	0%	4%	3%	0%	-2%	2	1%	-8
CCc1cc(C(=O)N2CCCC(CCC(=O)N3CCN(c4ccccn4)CC3)C2)no1 (stereo unspecified)	-0.2%	-19%	1%	?	-23%	1%	-10%	1%	2	-11%	2
Cc1ccc(/C=N/NC(=O)c2cccc(S(=O)(=O)Nc3ccccc3Cl)c2)s1	-0.4%	?	-5%	10%	-7%	-3%	-2%	2%	-34*	-6%	-19
Cc1cccc(-c2noc(CCC(=O)NC3CCCC3)n2)c1	-0.7%	nt	-1%	?	10%	-1%	0%	4%	6	nt	-3
O=C(CC1C(=O)NCCN1Cc1ccc(-c2ccccc2)cc1)NCCCn1ccnc1 (stereo unspecified)	-0.3%	nt	-1%	4%	18%	8%	-3%	5%	4	-8%	-11
COc1ccccc1C/C(N)=N/OC(=O)c1ccc(C)c([N+](=O)[O-])c1	-2.0%	-4%	-6%	0%	-5%	-2%	-3%	-2%	-2	1%	-11
COCCCN1CC(=O)N2C(c3cccc(C)c3)c3[nH]c4ccccc4c3C[C@H]2C1=O (stereo partly specified)	-0.3%	3%	-5%	-9%	-12%	-3%	-4%	-1%	0	nt	-1
CCN(c1ccccc1)c1nc2ccsc2c(=O)s1	-0.3%	15%	-1%	?	5%	3%	0%	-5%	3	1%	-10
O=C(CSc1nnc(COc2ccccc2F)n1-c1ccccc1)NC1CCS(=O)(=O)C1 (stereo unspecified)	?	-19%	-7%	3%	-4%	2%	1%	0%	0	4%	-3
O=C(c1cc(S(=O)(=O)N2CCOCC2)ccc1Cl)N1CCCCC1CO (stereo unspecified)	-0.6%	nt	-2%	5%	20%	-3%	8%	nt	nt	nt	4
COc1ccc(NC(=O)CC2C(=O)NCCN2C(=O)c2ccc(N(C)C)cc2)cc1 (stereo unspecified)	-0.5%	nt	2%	0%	0%	1%	-2%	-1%	2	-2%	6
CCc1cccc(CC)c1NC(=O)C1CN(S(=O)(=O)c2ccccc2)CCN1S(=O)(=O)c1ccccc1 (stereo unspecified)	-0.4%	-6%	1%	10%	0%	0%	0%	0%	-1	9%	-2
C#CCC(NC(=O)c1ccc(C#N)cc1)C(=O)NCCC (stereo unspecified)	0.4%	nt	-8%	-1%	13%	2%	4%	nt	nt	nt	-8
CCOC(=O)c1c(C)nn(Cc2cccc(Cl)c2)c1N	0.5%	-7%	-5%	0%	-5%	1%	-11%	0%	1	0%	1
O=C(Cn1c(=O)oc2cc(S(=O)(=O)N3CCCCC3)ccc21)N1CCc2ccccc2C1	0.0%	4%	-1%	?	-8%	-4%	-3%	0%	0	-18%	-7
O=C(CSc1nc2ccsc2c(=O)n1-c1ccccc1)N1CCCC1	-0.2%	-11%	4%	-11%	-25%[7.66 µM]	-1%	-4%	-1%	1	5%	-10
Cc1cc(NC(=O)c2cc(-c3ccncc3)nc3ccccc23)ccc1Br	-1.0%	nt	0%	?	-20%	?	5%	nt	nt	nt	23

Screening data (PubChem BioAssay)
